Rac1 GTP hydrolysis: MgcRacGAP GTPase-activating activity inhibitors, confirmation, biochemical, ADP Hunter fluorescence. inhibition, % at 30 µM; hits with a dose series show IC50 in µM. actives 0.6% (n = 340,000). AID 624330. MgcRacGAP-stimulated Rac1 GTP hydrolysis, ADP Hunter fluorescence; higher % means a stronger effect; GST-tagged Rac1 F28L mutant substrate;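 active means first-screen hits whose inhibition reached a set limit at any dose in the follow-up dose series; inconclusive means inhibition above the set first-screen limit but never retested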;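 further: fluorescence reports GDP produced by GAP-driven GTP hydrolysis; strong numbers were not always called active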
Myeloid diff MLP: promotes myeloid progenitor differentiation | ER-HoxA9 myeloid progenitors, lysozyme-GFP differentiation, flow cytometry | calls only at 10 µM | actives 1% (n = 360,000) | AID 624256;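 active means normalized GFP-positive differentiation at or above the plate's own cutoff, the solvent-only control mean plus 3 SD; inconclusive means no clear call, values can overlap the other calls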;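 further: cells exposed to compound for four days before flow analysis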
NTR1 ag: NTR1-driven beta-arrestin-GFP spot formation – imaging, U2OS cells, high content, primary screen (AID 493036); activation, % at 20 µM; actives 0.17% (n = 330,000); agonist mode;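 active means activation at or above 40% of the spot to cytoplasm intensity ratio, with at least 20 cells analyzed; inconclusive means wells under 20 cells, flagged as cytotoxic or low count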;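 further: 0% = DMSO without peptide and 100% = 100 nM NTR1 peptide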
Target sequence (P30989 whole entry, looked up): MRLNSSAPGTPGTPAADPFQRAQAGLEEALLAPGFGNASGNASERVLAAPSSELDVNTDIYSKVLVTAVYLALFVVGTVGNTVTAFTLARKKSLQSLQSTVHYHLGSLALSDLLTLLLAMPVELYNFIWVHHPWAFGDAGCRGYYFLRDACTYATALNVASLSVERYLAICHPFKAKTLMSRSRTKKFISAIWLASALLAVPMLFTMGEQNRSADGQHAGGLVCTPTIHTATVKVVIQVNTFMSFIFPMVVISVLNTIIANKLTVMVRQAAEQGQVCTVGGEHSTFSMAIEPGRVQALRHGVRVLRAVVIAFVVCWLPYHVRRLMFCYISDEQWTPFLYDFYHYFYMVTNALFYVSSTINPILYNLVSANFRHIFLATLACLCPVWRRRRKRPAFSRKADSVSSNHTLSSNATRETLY
NTR1 ag cell count 20 µM: also measured in NTR1 ag; calls as there; cell count; measured here: cell count, cytotoxicity flag
Myeloid diff MLP GFP+ MAC1+ %: second read-out of Myeloid diff MLP, no call of its own (marks repeat the call); GFP+ MAC1+ double positive, %; measured here: differentiation confirmed by MAC1 staining
Numbers without * were called inactive; i = inactive; u = inconclusive; x = not tested or not shown; + = active, no number.

molecule	Rac1 GTP hydrolysis	Myeloid diff MLP	Myeloid diff MLP GFP+ MAC1+ %	NTR1 ag	NTR1 ag cell count 20 µM
COc1ccc(OCC(=O)Nc2ccccc2C(=O)NC2CC2)cc1	6%	i	0.3	0.9	60
O=C1c2ccc(Cl)cc2S(=O)(=O)c2cccc(C(=O)N3CCN(c4ccc(Cl)cn4)CC3)c21	7%	i	2.6	7.5	57
C[C@H](CO)N1C[C@H](C)[C@@H](CN(C)C(=O)NC2CCCCC2)Oc2c(NS(=O)(=O)c3ccc(F)cc3)cccc2C1=O	4%	i	1.2	-0.7	49
CN(CC(=O)Nc1ccc(Cl)c(C(F)(F)F)c1)C(=O)c1cc(=O)c2ccccc2o1	6%	i	0.8	1.1	95
CCCN(C(=O)c1nc2nccc(C)n2n1)c1c(N)n(Cc2ccccc2)c(=O)[nH]c1=O	-1%	i	0.5	-0.9	92
C/C(=N\OCC(=O)OCC(=O)N(C)c1ccccc1)c1ccc2c(c1)OCO2	7%	i	0.3	-1.8	60
COc1ccc(C(=O)OCC(=O)NC2CCCCCCC2)cc1OC	0%	i	1.5	1.7	73
CSc1ccc(CN(C)CC(=O)Nc2ccccc2C(=O)NC2CC2)cc1	4%	i	0.7	-0.1	55
COc1cc(C(=O)Nc2cc(OC)c(OC)c(OC)c2)ccc1OCc1c(C)noc1C	3%	i	0.4	0.6	63
CCN(Cc1cccs1)C(=O)CN1C(=O)NC2(CCCc3ccccc32)C1=O (stereo not drawn)	-1%	i	0.7	-0.3	50
Cc1ccc(NC(=S)NCc2ccccc2)cc1C	9%	i	0.4	0.1	46
Clc1cc2cccnc2c2ncccc12	7%	i	0.2	0.1	69
CCN(C(=O)CSc1nc(C)cc(=O)[nH]1)C1CCCCC1	6%	i	0.4	-0.4	67
O=C(CSc1nncs1)Nc1ccc(N2CCCCC2)cc1	14%	i	2.3	-1.2	45
O=C1NC[C@@H](c2ccccc2)OC(=O)[C@@H](Cc2ccc(F)cc2)CC/C=C/C[C@@H]1CC(=O)N(CCO)Cc1ccccc1	7%	u	x	4.6	77
O=C(COC(=O)c1c[nH]c2ccccc12)NC1CCCC1	2%	i	0.6	-0.3	46
COc1cccc(NS(=O)(=O)c2ccc3c(c2)CC(=O)N3)c1	-2%	i	0.8	-0.4	90
Cc1ccc(C)c(NC(=O)CN(C)C(=O)CN2C(=O)NC3(CCc4ccccc43)C2=O)c1 (stereo not drawn)	2%	i	0.4	0.5	58
COc1cc2c(C#CCCO)c(-c3ccc(C#N)cc3)oc(=O)c2cc1OC	7%	i	0.6	1.2	84
CC1CCc2c(sc(NC(=O)C3=COCCO3)c2C(N)=O)C1 (stereo not drawn)	-1%	i	0.7	2.9	64

3 consecutive entries from above, for reference:
molecule	Rac1 GTP hydrolysis	Myeloid diff MLP	Myeloid diff MLP GFP+ MAC1+ %	NTR1 ag	NTR1 ag cell count 20 µM
CCN(Cc1cccs1)C(=O)CN1C(=O)NC2(CCCc3ccccc32)C1=O (stereo not drawn)	-1%	i	0.7	-0.3	50
Cc1ccc(NC(=S)NCc2ccccc2)cc1C	9%	i	0.4	0.1	46
Clc1cc2cccnc2c2ncccc12	7%	i	0.2	0.1	69

(further entries)
molecule	Rac1 GTP hydrolysis	Myeloid diff MLP	Myeloid diff MLP GFP+ MAC1+ %	NTR1 ag	NTR1 ag cell count 20 µM
Cc1nc(C)c(C(=O)OCC(=O)Nc2ccccc2)s1	3%	i	1.2	-1.1	70
O=C(COC(=O)/C=C/c1ccc(OC(F)F)cc1)Nc1ccc2[nH]c(=O)[nH]c2c1	2%	i	0.6	-1.7	64
O=C(CSc1nc2[nH]c(=O)cc(O)c2s1)Nc1nccs1	0%	i	0.7	-1.2	96
O=C(COc1ccc(Br)cc1)Nc1nnc(C2CC2)s1	4%	i	0.9	-2.7	84
Cc1ccc(C)c(-n2nnnc2SCC(=O)NCC2CCCO2)c1 (stereo not drawn)	4%	i	1.6	0.3	54
Cc1ccc(-n2ncc3c(=O)[nH]c(SCC(=O)N4CC(=O)Nc5ccccc54)nc32)cc1	7%	i	1.4	3.2	72
Cc1cccc(NC(=O)c2nc[nH]c2C(=O)N(C)Cc2ccccc2)c1	0%	i	0.8	0.7	61
CCCCN(CC(=O)Nc1cccc(S(=O)(=O)N2CCCC2)c1)Cc1nc2ccccc2c(=O)[nH]1	4%	i	0.4	3.0	73
COc1ccc(C(C)=O)cc1COC(=O)CCC(=O)c1cccs1	6%	i	0.2	-0.9	49
Cc1cc(NC(=O)c2cccc(Br)c2)no1	6%	i	0.4	-0.1	56
CC(=O)c1ccc(NC(=O)CN2C(=O)NC3(CCc4ccccc43)C2=O)cc1 (stereo not drawn)	2%	i	0.8	0.1	74
CCOC(=O)c1c(C)[nH]c(C(=O)OC(C)C(=O)NC2CCCCC2C)c1C (stereo not drawn)	7%	i	0.9	-1.4	58
Cc1noc(C)c1COc1ccccc1C(=O)N(C)Cc1ccc(C(C)(C)C)cc1	4%	i	0.5	3.5	64
CCN1C(=O)C(=O)N(CC(=O)N(C)CC(=O)Nc2ccccc2C(F)(F)F)C1=O	2%	i	1.4	-1.3	45
Cc1nnc(SCC(=O)N(CC(C)C)C2CCS(=O)(=O)C2)n1N (stereo not drawn)	2%	i	0.3	-0.5	55
Cc1noc(NS(=O)(=O)c2ccc(NC(=O)c3ccccc3NS(=O)(=O)c3ccc(F)cc3)cc2)c1C	8%	i	0.7	0.6	56
COc1ccc2c(c1)[C@H]1[C@H](CO2)[C@H](c2ccccc2)[C@]2(C)C(=O)N(CC3CCCO3)CC(=O)N12 (stereo partly drawn)	8%	i	1.2	-2.5	49
CCn1cnnc1SCC(=O)Nc1ccccc1C(=O)NC1CC1	-9%	i	0.8	-0.9	48
CN(C)S(=O)(=O)c1ccc(Cl)c(C(=O)OCC(=O)NNC(=O)c2cccs2)c1	2%	i	1.0	0.6	64
CCN(CC(=O)Nc1c(F)cccc1F)C(=O)Cc1ccsc1	1%	i	0.4	-0.9	59
CC1CN(c2nc3ccccc3nc2SCC(=O)Nc2cccc(C(F)(F)F)c2)CC(C)O1 (stereo not drawn)	5%	+	5.8*	-0.3	49
CCCCn1c(N)c(N(CC(C)C)C(=O)COc2cc(C)ccc2Cl)c(=O)[nH]c1=O	0%	i	1.7	0.7	58
COCCCn1cnnc1SC(C)C(=O)Nc1ccc(S(=O)(=O)N2CCOCC2)cc1 (stereo not drawn)	3%	i	1.9	-0.4	62
O=C(CSc1ccccn1)Nc1ccc2[nH]c(=O)[nH]c2c1	15%	i	0.8	-2.1	48
Cc1ccc(C(=O)OCC(=O)NCc2cc(C)c(O)c(C)c2)cc1S(=O)(=O)N1CCCCC1	5%	i	0.9	1.2	42
O=S(=O)(c1cccc(Cl)c1)N1CCN(S(=O)(=O)c2ccc3c(c2)OCCO3)CC1	3%	i	1.3	-2.1	57
COc1cc(NC(=O)c2cccc(S(=O)(=O)N3CCCCC3)c2)cc(OC)c1OC	3%	i	0.1	2.7	63
CC(=O)NS(=O)(=O)c1ccc(NC(=O)c2ccc(S(=O)(=O)N3CCCC3)cc2)cc1	7%	i	1.2	-0.7	45
CN(CC(=O)Nc1ccc(F)c(F)c1F)C(=O)c1ccc(-n2cncn2)cc1	3%	i	1.5	0.5	58
CC(C)(C)N1C(=O)[C@H]2[C@@H](c3ccc(Br)cc3)N3C(=O)N(c4cccc(Cl)c4)C(=O)[C@@]3(C)[C@H]2C1=O	5%	i	1.2	12	95
O=C(COC(=O)C1COc2ccccc2O1)Nc1ccc(Cl)cc1 (stereo not drawn)	5%	i	1.6	0.4	61
COc1ccc(NS(=O)(=O)c2ccc(C)c(NC(=O)CN3C(=O)NC4(CCCC4)C3=O)c2)cc1	12%	i	0.9	1.6	57
CC(=O)C[C@@H](O)CC(=O)[C@@H]1OC(=O)[C@H](C)C/C=C\Cc2ccccc21	-2%	i	1.2	1.8	56
Cc1cccc(N2CCN(C(=O)c3ccc4nccnc4c3)CC2C)c1 (stereo not drawn)	1%	i	0.9	0.7	79
Cc1cccc(C(=O)NCC(=O)OCc2nc(N)nc(Nc3ccccc3C)n2)c1	5%	i	0.5	-1.2	67
O=C1N[C@H](Cc2ccccc2)COC(=O)[C@@H](Cc2ccc(F)cc2)CC/C=C/C[C@H]1CC(=O)N(CCO)Cc1ccccc1	6%	i	0.6	27	59
CC(NC(=O)CN1CCN(C(=O)c2cccs2)CC1)c1ccc(F)cc1F (stereo not drawn)	-5%	i	0.3	-3.2	40
Cc1cc(Cl)ccc1NC(=O)COC(=O)CCNS(=O)(=O)c1ccccc1	1%	i	0.6	1.3	57
O=S(=O)(NCc1ccc(F)cc1)c1ccc(Br)cc1Br	7%	i	0.1	3.0	57
O=C1[C@H]2[C@H](C=CC[C@H]2C(=O)N2CCN(c3ccccc3)CC2)CCN1Cc1ccccc1	7%	i	0.7	0.7	94

An excerpt from above in order of their number in Myeloid diff MLP GFP+ MAC1+ %, rising.
| structure | Myeloid diff MLP GFP+ MAC1+ % |
| --- | --- |
| COc1ccc(C(C)=O)cc1COC(=O)CCC(=O)c1cccs1 | 0.2 |
| CCN(CC(=O)Nc1c(F)cccc1F)C(=O)Cc1ccsc1 | 0.4 |
| CCOC(=O)c1c(C)[nH]c(C(=O)OC(C)C(=O)NC2CCCCC2C)c1C (stereo not drawn) | 0.9 |
| CCN1C(=O)C(=O)N(CC(=O)N(C)CC(=O)Nc2ccccc2C(F)(F)F)C1=O | 1.4 |

(cont.)
Structure	Rac1 GTP hydrolysis	Myeloid diff MLP	Myeloid diff MLP GFP+ MAC1+ %	NTR1 ag	NTR1 ag cell count 20 µM
O=C(CSc1nnnn1C1CC1)Nc1ccc(S(=O)(=O)N2CCOCC2)cc1	4%	i	0.4	-0.3	49
COc1ccc(C(=O)COC(=O)CCCn2c(=O)oc3ccccc32)cc1	8%	i	2.1	-0.5	81
O=C(COC(=O)c1ccccc1)Nc1cccc(S(=O)(=O)N2CCCCC2)c1	3%	i	0.3	0.8	71
CC(C)(O)[C@H](O)Cc1cc2ccc(=O)oc2cc1O[C@@H]1O[C@H](CO)[C@@H](O)[C@H](O)[C@H]1O	5%	i	2.1	4.3	61
COc1ccc(-c2csc(NC(=O)c3cccc(N4C(=O)CCC4=O)c3)n2)cc1OC	4%	i	0.2	1.2	82
COc1cc(/C=C/C(=O)O)cc(S(=O)(=O)NNC(=O)c2ccc3c(c2)OCO3)c1OC	0%	i	1.1	-0.2	57
CC(OC(=O)c1cc(=O)[nH]c2ccccc12)C(=O)NC1CCCC1 (stereo not drawn)	2%	i	0.7	-2.1	64
CC(C)(C)OC(=O)N1CCN(C(=O)c2nc[nH]c2C(=O)N2CCN(C(=O)OC(C)(C)C)CC2)CC1	13%	i	1.9	0.8	65
CC1(C)O[C@@H]2[C@H](O1)[C@@H](CO)O[C@H]2n1ccc(=O)[nH]c1=O	8%	i	1.7	-1.9	54
CCOc1ccc(C(=O)OCC(=O)Nc2cccnc2Cl)cc1OCC	3%	i	0.7	-1.6	36
COc1cc2oc(=O)cc(-c3ccc(-c4ccc(O)cc4)cc3)c2c(OC)c1OC	24%	i	0.1	8.9	59
C=CC(C)(O)CCCC(C)CCCC(C)CCCC(C)C (stereo not drawn)	6%	i	1.1	1.6	55
O=S(=O)(Nc1nc2ccccc2nc1N1CCN(CCO)CC1)c1cc(F)ccc1F	2%	i	1.1	4.1	59
Cc1ccc(C(=O)OCC(=O)NCc2ccc(Cl)cc2Cl)o1	6%	i	0.9	-1.6	54
N#Cc1c(N)c(C(=O)c2ccccc2)n2ccccc12	13%	i	0.4	-0.6	54
COc1ccc2sc(-c3ccccc3OC)c(C#CCCO)c2c1	4%	i	2.2	4.4	61
CC(C)(C)OC(=O)NCCCCCNC(=O)c1[nH]cnc1C(=O)Nc1ccon1	7%	i	1.0	2.7	40
CC1(C)Oc2ccc3ccc(=O)oc3c2[C@@H](O)[C@@H]1O	4%	i	0.2	-1.3	50
Cc1cccc(C(=O)NCC(=O)OCC(=O)c2ccc(Br)s2)c1	0%	i	0.7	1.3	53
CCCN1CCN(CC(=O)NCC(=O)Nc2cccc(C)c2C)CC1	3%	i	0.6	0.2	68
CC(=O)c1ccc(S(=O)(=O)N(C)CC(=O)NCc2ccco2)cc1	3%	i	1.2	0.1	59
CCOC(=O)N1CCN(C(=O)C(CC(C)C)NS(=O)(=O)c2ccc(C)cc2)CC1 (stereo not drawn)	15%	i	1.7	2.7	42

Bioassay records (PubChem BioAssay)

This is a subset, so the mix of outcomes need not match the whole.
